# High-throughput results: PubChem, National Center for Advancing Translational Sciences (NCATS)
# WRN helicase inh: inhibitors of human WRN helicase; Q14191; WRN helicase unwinding, fluorescent forked duplex, kinetic; Potency, µM (doses to about 114 µM), for the others: at the top dose activity change, negative = inhibition, usual class: inhibitors; hit rate 0.46% among 360,000; also: potency is read from the fitted curve at half-maximal effect; % is scaled to controls: 0 for no effect and ±100 for the full control effect; nearly all actives have a fitted effect of over 55% in size
#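 Fluorescence dequenching readout, ex 525 nm/em 598 nm, kinetic mode: forked duplex DNA (100 nM final) with adjacent fluorophore and quencher unwound by WRN (20 nM final) with 2 mM ATP. Compound preincubation 15 min, room temperature.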
# Abeta rescue: A-beta toxicity reversal in yeast | yeast expressing A-beta42, growth rescue, OD600, 48 h; response scale: 0% DMSO, 100% iron-clioquinol control | Potency, µM (doses to about 46.1 µM), for inactives: top-dose growth rescue, usual class: activators | hit rate 0.063% among 410,000 | AID 1347071; also: potency is read from the fitted curve at half-maximal effect; nearly all actives have a fitted effect of over 55% in size
#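 Yeast A-beta toxicity model in growth medium with pinned compounds, 48 h at 30 C; growth read as absorbance at 600 nm. Normalized to FeCl3/clioquinol equimolar mix (positive) and DMSO (negative).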
# IL-2 act: activates IL-2 in a cell-based reporter assay | IL-2 activation reporter assay, cell-based qHTS; stimulated with anti-CD3/CD4/CD28 beads; in transgenic mouse T cells | activation, % (series mostly up to about 46 µM) | hit rate 0.065% among 360,000; in the data active = activation above about 50%; inconclusive = mostly about 30% to 49%; also: 0% is about no effect
#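 Unstimulated transgenic mouse T cells preincubated 60 min with compound, then stimulated with anti-CD3/anti-CD4-coated beads plus anti-CD28 for 18 h at 37 degrees C. IL-2 response read as EGFP and DsRed fluorescence by plate cytometry.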
# EPAC1 antag: EPAC1 (human) antagonism; EPAC1 GEF assay, Rap1b-BODIPY-GDP exchange fluorescence; Potency, µM (titrated, usually from 115 µM), without a hit: top-dose activity change, negative = inhibition, hits mostly inhibitors; O95398; hit rate 0.14% among 360,000;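 also: potency is read from the fitted curve at half-maximal effect; plate controls were vehicle for no effect and positive control for full effect; nearly all actives have a fitted effect of over 50% in size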
# EPAC1 agonist: EPAC1 (human) agonism; O95398; EPAC1 agonist qHTS, biochemical assay; response scale: 100% = response to 6.5 mM cAMP; Potency, µM (series often up to 154 µM), inactives show at the top dose activation, hits mostly activators; hit rate 0.073% among 360,000; also: potency is read from the fitted curve at half-maximal effect; nearly all actives have a fitted effect of over 60% in size
#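 Read-out is the fluorescence drop as BODIPY-GDP leaves Rap1B (480 nm excitation, 540 nm emission), recorded every 5 minutes over 30 minutes. Reactions held 100 nM EPAC1, 250 nM Rap1B–BODIPY-GDP and 50 uM GDP, with 6.5 mM cAMP setting full activation.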
# PI5P4K alpha inh: inhibitors of human PI5P4K alpha. P48426. PI5P4Kalpha enzyme, ADP-Glo luminescence, 60 min; active compounds read low. max response, %. hit rate 1.2% among 330,000; active = max response of -50% or lower; inconclusive = between -30% and -50%; inactive = -30% or higher; also: value at the top dose of about 77 µM; % is scaled to controls: 0 for no effect and ±100 for the full control effect
#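 Quantitative HTS of the MLSMR library against PI5P4Kalpha with substrate. ATP added last at 5 microM final; room temperature, 60 minutes. Remaining ATP depleted, ADP converted and read as luminescence.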
# FUS yeast rescue: suppressors of FUS proteinopathy in yeast; hit rate 0.24% among 390,000; S. cerevisiae FUS-expressing, growth rescue, OD600, 24 h; Potency, µM (titrated, usually from 76.6 µM), inactives show at the top dose growth rescue (activation), most hits filed as activators;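 also: potency is read from the fitted curve at half-maximal effect; plate controls were DMSO vehicle for no effect and reference control for full effect; nearly all actives have a fitted effect of over 55% in size; some results filed as inactive show a strong effect at the top dose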
#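 Steps: raffinose overnight preculture; dilution to OD 0.005 in 2% galactose minimal medium; compound addition (concentration series); 24hr at 30C, 99% humidity; absorbance read at 600 nm.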
# PLK1 PBD block: inhibitors of human PLK1 polo-box domain binding; hit rate 2.8% among 360,000; Potency, µM, without a hit: max response, negative = inhibition, usual class: inhibitors; Plk1 PBD binding of FITC phosphopeptide, fluorescence polarization; also: potency is read from the fitted curve at half-maximal effect; series mostly up to about 57 µM; % is scaled to controls: 0 for no effect and ±100 for the full control effect; nearly all actives have a fitted effect of over 65% in size
# * = called active by the depositor; ? = inconclusive; / = no result given; [ ] = remark or other dose. Unless noted, calls follow the shape of the dose curve; as a rule, active = well fitted curve in the direction sought with a large enough effect; inconclusive = small, poorly fitted or top-dose-only effect, or another doubt; inactive = no such curve, though single readings can be large; an effect the other way counts as inactive or inconclusive. Hits appear at their usual frequency; overall some 4.1% were active at least once.
nr	structure	WRN helicase inh	Abeta rescue	IL-2 act	EPAC1 antag	EPAC1 agonist	PI5P4K alpha inh	FUS yeast rescue	PLK1 PBD block
1	Cc1ccc(NC(=O)C2CCCN2C(=O)NC2CCCCC2)cc1F (centres undefined)	0%	-8%	0.0	7%	-5%	13	10%	7%
2	C[Si](C)(C)n1ccnc1	-3%	-23%	-0.6	10%	-17%	6	-37%	-9%
3	COc1ccc(C)cc1NC(=O)C1C2C=CC(C2)C1C(=O)O (centres undefined)	-8%	-1%	-4.8	-10%	2%	-3	21%	-11%
4	Cc1ccc(NC(=S)N(CCCN2CCOCC2)Cc2ccccn2)cc1Cl	7%	-15%	-4.5	-18%	11%	25	18%	-4%
5	O=c1c2cccc3c2c(nn1CN1CCOCC1)-c1ccccc1-3	-3%	-15%	30	5%	-2%	-23	9%	-3%
6	COc1cc(/C=N/NC(=O)NC2CCCCC2)ccc1O	-6%	-19%	-2.7	-5%	-10%	0	20%	3%
7	O=C(COC(=O)c1ccccc1Br)NCc1ccccc1	-1%	-13%	-0.7	-2%	7%	1	-13%	-12%
8	CC1CCCCC1NC(=O)COC(=O)c1ccc([N+](=O)[O-])o1 (centres undefined)	-9%[11.6 µM]	-78%[inhibitor]	0.0	-23%	12%	-4	-11%	-24%
9	COc1ccc(C(=O)CC(=O)O)c2c1C=CC(C)(C)O2	3%	-10%	-0.2	8%	11%	-2	13%	-12%
10	CC1(C(=O)NC(=S)N(Cc2ccccc2)c2ccccn2)CC1(Cl)Cl (centres undefined)	-35%[57.1 µM]	-4%	-0.2	7%	-3%	2	15%	?
11	N#Cc1ccccc1OCC(=O)Nc1ccccc1C(=O)NC1CC1	-1%	7%	0.5	-1%	-1%	-3	-5%	4%
12	O=C(Nc1cccnc1)c1cccc(S(=O)(=O)Nc2cccc(Cl)c2)c1	-11%	0%	0.6	-23%	10%	2	-6%	-6%
13	CC(=O)NCCn1c(SCc2cccc([N+](=O)[O-])c2)nc2ccccc2c1=O	1%	3%	-2.7	3%	8%	1	0%	-13%
14	Fc1cnc(Cl)nc1NC1CCCCC1	6%	-7%	0.5	8%	-14%	5	-29%	21µM*
15	Cc1cccc(/C(N)=N/OC(=O)c2ccoc2C)c1	9%	-25%	1.2	23%	4%	3	-4%	-2%
16	COc1cc(N(C(C)=O)c2ccc(O)cc2)c2ncccc2c1	-4%	-11%	0.4	1%	-5%	-11	27%	3%
17	Cc1ccc(C(=O)NC(C)c2ccc(-n3ccnc3)cc2)c(C)c1 (centres undefined)	1%	10%	-2.3	14%	2%	6	7%	-1%
18	Cc1cc(/C=C(\C#N)C(=O)NC2CCCCCC2)c(C)[nH]1	5%	6%	-2.9	-3%	2%	2	3%	-10%
19	CSc1nsc(SCC(=O)Nc2ccc(OC(C)=O)cc2)n1	2%	-11%	-0.1	14%	1%	1	9%	0%
20	CCN1/C(=C/C=C2/SC(=Nc3cccc4ncccc34)N(C)C2=O)Sc2ccccc21	-15%	6%	3.4	8%	22%	3	-10%	23%
21	NC1=NC[C@@H](Cc2ccc(O)cc2)N1CC1CCCCC1	0%	-12%	0.0	12%	-5%	-11	-37%	-1%
22	N/C(=N\OC(=O)c1cccs1)C1(c2ccc(Cl)cc2Cl)CC1	0%	-53%[inhibitor]	4.5	23%	0%	-3	5%	-1%
23	COc1ccc(CN2CCC(C)CC2)cc1OCc1ccccc1	-2%	-10%	-0.4	13%	12%	1	-9%	-11%
24	Cc1nn(Cc2ccccc2)c(C)c1NC(=O)CSc1nc(C2CC2)nc2c1cnn2-c1ccccc1	7%	14%	1.2	-10%	1%	-7	13%	-5%
25	O=C(CSc1nnc(NC2CC2)s1)NN1C(=O)NC2(CCCCC2)C1=O	0%	10%	2.6	9%	-4%	-5	-19%	-2%

# In a second layout: entries from further up.
9) COc1ccc(C(=O)CC(=O)O)c2c1C=CC(C)(C)O2
  WRN helicase inh: 3%; Abeta rescue: -10%; IL-2 act: -0.2; EPAC1 antag: 8%; EPAC1 agonist: 11%; PI5P4K alpha inh: -2; FUS yeast rescue: 13%; PLK1 PBD block: -12%
10) CC1(C(=O)NC(=S)N(Cc2ccccc2)c2ccccn2)CC1(Cl)Cl (centres undefined)
  WRN helicase inh: -35%[57.1 µM]; Abeta rescue: -4%; IL-2 act: -0.2; EPAC1 antag: 7%; EPAC1 agonist: -3%; PI5P4K alpha inh: 2; FUS yeast rescue: 15%; PLK1 PBD block: ?

# One compound at a time, as listed above. Order of screens: WRN helicase inh, Abeta rescue, IL-2 act, EPAC1 antag, EPAC1 agonist, PI5P4K alpha inh, FUS yeast rescue, PLK1 PBD block
# CC(=O)NCCn1c(SCc2cccc([N+](=O)[O-])c2)nc2ccccc2c1=O as listed: 1%, 3%, -2.7, 3%, 8%, 1, 0%, -13%
# NC1=NC[C@@H](Cc2ccc(O)cc2)N1CC1CCCCC1 as listed: 0%, -12%, 0.0, 12%, -5%, -11, -37%, -1%
# O=C(CSc1nnc(NC2CC2)s1)NN1C(=O)NC2(CCCCC2)C1=O as listed: 0%, 10%, 2.6, 9%, -4%, -5, -19%, -2%
# O=C(Nc1cccnc1)c1cccc(S(=O)(=O)Nc2cccc(Cl)c2)c1 as listed: -11%, 0%, 0.6, -23%, 10%, 2, -6%, -6%

# Results in sequence from the entries so far:
# Nos. 7 to 16 in Abeta rescue, in turn: -13%, -78%[inhibitor], -10%, -4%, 7%, 0%, 3%, -7%, -25%, -11%
# Nos. 7 to 16 in PI5P4K alpha inh, in turn: 1, -4, -2, 2, -3, 2, 1, 5, 3, -11
# Nos. 7 to 16 in EPAC1 antag, in turn: -2%, -23%, 8%, 7%, -1%, -23%, 3%, 8%, 23%, 1%

# Additional entries:
nr	structure	WRN helicase inh	Abeta rescue	IL-2 act	EPAC1 antag	EPAC1 agonist	PI5P4K alpha inh	FUS yeast rescue	PLK1 PBD block
26	C(=N\Nc1nc(N2CCCCCC2)nc(N2CCCCCC2)n1)/c1ccccc1	-5%	-34%[inhibitor]	-0.3	-8%	4%	6	13%	1%
27	CC1(C)NC(=O)NC2(C)NC(=O)NC(C)(C)C12 (centres undefined)	12%	-11%	-0.1	3%	-3%	-6	10%	-13%
28	Cc1cccc(COCC(Cc2ccccc2)N2CCN(C(=O)c3ccc(Cl)c(Cl)c3)CCC2=O)c1 (centres undefined)	-5%	18%	-0.8	0%	-2%	-1	?	-10%
29	O=C(Nc1ccc(Cn2nnc3ccccc32)cc1)c1ccco1	-22%	4%	-2.2	3%	9%	/	20%	-1%
30	CCC(C)[C@H](NC(=O)Nc1ccc(Oc2ccccc2)cc1)C(=O)O (some centres undefined)	2%	24%	0.2	9%	-3%	-4	16%	-3%
31	O=C(NCCN1CCOCC1)c1ccc(/C=C2\Sc3ccccc3N(Cc3ccc(F)cc3)C2=O)cc1	4%	10%	-4.8	14%	9%	2	33%	-1%
32	C[C@@H](c1ccccc1)N1C[C@H](COCc2ccccc2)Oc2cc(N3CCC[C@H]3CO)ccc2S1(=O)=O	-6%	5%	-0.3	-7%	3%	-4	?	7%
33	COCCn1c(COc2ccccc2)nnc1SCC(N)=O	5%	0%	-3.3	-1%	4%	/	11%	-7%
34	Cc1ccccc1OCCC(=O)Nc1ccccc1C(=O)NC1CC1	-7%	2%	0.5	-1%	15%	1	-2%	-13%
35	Fc1ccc(CNC(=S)NCc2ccccc2)cc1	-2%	?	-0.5	-5%	-8%	0	1%	7%
36	CCc1cc(=O)oc2cc(OCC(=O)OC)c(Cl)cc12	-11%	3%	-2.1	6%	-4%	-1	15%	1%
37	COC(=O)c1sc(=S)n(-c2cc(F)ccc2F)c1N	-8%	-12%	0.5	-8%	-6%	/	18%	13µM*
38	CN(C)S(=O)(=O)n1cc(/C=C(\NC(=O)c2ccccc2F)C(=O)NCCCN2CCOCC2)c2ccccc21	1%	12%	-2.4	-11%	9%	2	3%	-14%
39	Oc1ccc(Br)cc1C1Nc2ccccc2S1 (centres undefined)	-10%	-12%	-4.2	8%	0%	10	20%	-4%
40	COc1ccc(/C=C(\NC(=O)c2ccc(Cl)cc2)C(=O)NCCCN2CCOCC2)cc1OC	2%	8%	6.1	-20%	10%	-3	-5%	-1%
41	CCS(=O)(=O)c1ccc(N=Nc2ccc(O)c3ncccc23)c(OC)c1	-7%	?	-0.4	-1%	0%	-5	6%	-1%
42	CCN(CC)S(=O)(=O)c1cc(NS(=O)(=O)c2cccc(C(=O)O)c2)ccc1C	-2%	14%	0.3	15%	1%	1	-2%	0%
43	CCN1C(=O)CC(N2CCN(c3ccc(OC)cc3)CC2)C1=O (centres undefined)	5%	17%	-2.7	5%	-6%	-2	0%	-2%
44	O=C1OCC/C1=C\c1ccccc1O	2%	7%	-1.1	5%	3%	2	-1%	-3%
45	Cc1c(C(=O)OCC(C)C)[nH]c2c1C(=O)CC(c1cccs1)C2 (centres undefined)	-6%	-5%	-2.9	6%	-5%	11	11%	-9%
46	Cc1ccc(S(=O)(=O)Nc2cccc(-c3ccc(N4CCCCCC4)nn3)c2)cc1C	-3%	/	1.5	-33%	4%	4	22µM*	-14%
47	COc1cc(C(=O)OCC(=O)Nc2cccc(S(=O)(=O)N3CCCC3)c2)ccc1OCC(C)C	-8%	5%	-0.5	-1%	4%	-4	?	2%
48	COc1cccc(CNC(=O)c2ccc(CS(=O)Cc3ccccc3Cl)o2)c1 (centres undefined)	3%	11%	-2.1	4%	10%	-2	9%	-4%
49	Cc1cccc(NC(=O)c2cccc(S(=O)(=O)N3CCCC3)c2)n1	7%	24%	-0.9	-5%	6%	-4	-5%	4%
50	COc1ccc(C(=O)NCc2cccnc2)cc1	-1%	13%	-0.1	-2%	-5%	/	15%	0%

# Single entries from the results shown.
# For PLK1 PBD block, compound 11 is listed with 4%
# For IL-2 act, compound 22 is listed with 4.5

# Continuation:
nr	structure	WRN helicase inh	Abeta rescue	IL-2 act	EPAC1 antag	EPAC1 agonist	PI5P4K alpha inh	FUS yeast rescue	PLK1 PBD block
51	N=c1oc2cc(O)ccc2cc1C(=O)Nc1nc2ccccc2s1	-4%	-11%	0.2	14%	12%	-29	/	-12%
52	CC(C)Oc1ccc(/C(O)=C2/C(=O)C(=O)N(CCN(C)C)C2c2cccs2)cc1 (centres undefined)	-10%	17%	0.3	-2%	-1%	5	-3%	1%
53	CCOC(=O)c1ccoc1CSCC(=O)N1CCN(S(=O)(=O)c2ccc(C)cc2)CC1	6%	3%	3.0	-7%	0%	-2	27%	-11%
54	CCOC(=O)c1c(C)[nH]c(C(=O)CSc2ccccc2)c1C	5%	-1%	-0.2	7%	-7%	4	8%	-8%
